Screening results as filed in PubChem BioAssay.
TbREL1 primary = TbREL1 inhibition, primary screen; P86926; TbREL1 RNA ligation, FRET fluorescence; inhibition, % at 9.66 µM; 0.49% of 89,000 active; AID 1117264;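 active = inhibition above the mean inhibition across all screened compounds plus 3 SD, cut at about 11% in these data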;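 also: 0% = plate median of test wells and 100% = NSC42067 control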
Target sequence (P86926 whole entry, looked up): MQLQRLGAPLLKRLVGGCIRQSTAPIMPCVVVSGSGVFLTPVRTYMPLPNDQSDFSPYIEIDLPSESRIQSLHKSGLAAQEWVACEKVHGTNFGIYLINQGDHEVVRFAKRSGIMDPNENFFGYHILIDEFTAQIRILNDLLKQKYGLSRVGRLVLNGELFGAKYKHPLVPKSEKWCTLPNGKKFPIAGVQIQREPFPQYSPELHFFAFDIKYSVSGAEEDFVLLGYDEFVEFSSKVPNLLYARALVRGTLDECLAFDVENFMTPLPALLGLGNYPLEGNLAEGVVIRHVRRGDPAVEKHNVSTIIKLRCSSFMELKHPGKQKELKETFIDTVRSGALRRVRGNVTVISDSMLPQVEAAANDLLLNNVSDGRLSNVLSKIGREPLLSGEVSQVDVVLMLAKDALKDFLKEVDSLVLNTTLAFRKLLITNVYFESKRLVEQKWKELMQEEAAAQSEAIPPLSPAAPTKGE
* = called active by the depositor.

SMILES	TbREL1 primary
CC1(C(=O)NS(=O)(=O)c2ccccc2)CCN1C(=O)C1(c2ccc(Cl)cc2)CCC1 (stereo not given)	6.7
Cc1nn(C)cc1CNC(=O)c1ccc(Br)o1	0.2
Cc1ccc(S(=O)(=O)N(CCc2ccccc2)CC(=O)N2CCOCC2)cc1	-2.5
C=CCn1c(SCC(N)=O)nnc1-c1ccccc1OC	2.9
COC(=O)c1scc(C)c1S(=O)(=O)Nc1ccc(C)cc1	-1.0
C[C@H](NC(=O)c1nc[nH]c1C(=O)N[C@@H](CCCCNC(=O)OC(C)(C)C)C(=O)OC(C)(C)C)C(=O)OCc1ccccc1	3.1
Cc1cc(N2CCN(C3CCCCC3)CC2)n2nc(C)nc2n1	1.0
CCCN(C(=O)C1CC(=O)N(c2ccccc2C(C)CC)C1)C1CCS(=O)(=O)C1 (stereo not given)	2.3
Cc1ccc(/C=C/C(=O)NC(=S)Nc2ccc(S(=O)(=O)Nc3cc(C)on3)cc2)cc1	-6.2
CCc1cc2c(=O)c(-c3nc4ccccc4[nH]3)coc2c(CN2CCCCC2)c1O	-4.1
Cc1ccc(C)c(-n2nnnc2SCC(=O)NCCC2=CCCCC2)c1	-1.1
COc1ccccc1OCC(=O)N/N=C/c1c(O)ccc2ccccc12	1.9
CCCC/C(O)=C1\C(=O)CCCC1=NCCc1c(C)[nH]c2ccccc12	-8.5
CCOC(=O)N/N=C/c1c(C)c(C(=O)c2ccc(F)cc2)n2ccccc12	-0.4
CC(CCc1ccccc1)NC(=O)COc1ccc(S(=O)(=O)N2CCOCC2)cc1[N+](=O)[O-] (stereo not given)	0.5
COc1ccc(CNC(=O)c2coc(=O)c3ccccc23)cc1	3.4
O=C(COC(=O)CCS(=O)(=O)c1ccccc1)Nc1ccccc1	-0.8
Cn1nnnc1Sc1ncnc2scc(-c3cccc4c3sc3ccccc34)c12	1.0
C[C@H]1CN([C@@H](C)CO)C(=O)Cc2cc(NC(=O)Nc3ccccc3)ccc2O[C@H]1CN(C)Cc1ccccc1	-1.4
CCCCOC(=O)CSCC(=O)Nc1cc(C)on1	-2.4
CCOC(=O)c1cc(-c2ccc(Cl)s2)nc2c1c(C)nn2C	-0.8
O=c1c(-c2ccccc2)c[nH]n1-c1cccc([N+](=O)[O-])c1	-6.2
COc1cc(-c2ccccc2)[nH]c(=S)n1	-1.1
Cc1ccc(F)c(S(=O)(=O)NC(=O)C2(C)CCN2C(=O)Cc2cc(F)ccc2F)c1 (stereo not given)	6.5
COc1ccc2sc(-c3ccccc3OC)c(C#CC(C)(C)O)c2c1	-2.9
COc1ccc(-c2c(C#Cc3ccsc3)c3cc(-c4cccc5[nH]ccc45)ccc3n2C)cc1	4.0
Cc1nn(-c2ccccc2)c2sc(C(=O)NCCc3ccccc3)cc12	0.4
CCCN1C(=O)SC(CC(=O)Nc2ccc(Br)cc2)C1=O (stereo not given)	2.0
Cc1ccc(OCC(=O)NCCCNC(=O)c2ccccn2)cc1C	-1.3
NC(=S)N/N=C/c1cc([N+](=O)[O-])ccc1OCCOc1ccccc1	-0.6
O=C(C1CCC(=O)N1Cc1cccs1)N1CCOCC1 (stereo not given)	1.7
COc1ccc(/C=C/C(=O)Nc2ccc(NC(C)=O)cc2)cc1S(=O)(=O)N1CCOCC1	-2.9
O=C(COC(=O)C1=COCCO1)NC1CCCCC1	0.7
Clc1ccc(C2[C@H]3CN(CC4CCCCC4)[C@H](c4ccccc4)C34CC2(c2ccccc2)C4)cn1 (stereo not given in full)	-0.9
CCN(CC)CCNC(=O)/C(=C/c1cn(C)c2ccccc12)NC(=O)c1ccc(OC)c(OC)c1	-0.8
Cc1sc(NC(=O)CSc2nnnn2C2CCCCC2)c(C#N)c1C	0.3
COC(=O)[C@H]1C[C@@H]1[C@H](NC(=O)c1cnccn1)c1ccccc1	-1.3
COc1ccccc1OCCC(=O)OCC(=O)Nc1ncc(Cl)cc1Cl	6.5
CCOc1ccc(CCNC(=O)COC(=O)/C=C/c2ccccc2)cc1OCC	2.6
COC(=O)c1ccc(COc2ccc(/C=C/C(=O)c3ccc(OC)c(CSCC(=O)O)c3)cc2OC)cc1	-2.3

Some of the entries so far, as labelled records:
> Clc1ccc(C2[C@H]3CN(CC4CCCCC4)[C@H](c4ccccc4)C34CC2(c2ccccc2)C4)cn1 (stereo not given in full)
  TbREL1 primary = -0.9
> CCN(CC)CCNC(=O)/C(=C/c1cn(C)c2ccccc12)NC(=O)c1ccc(OC)c(OC)c1
  TbREL1 primary = -0.8
> Cc1sc(NC(=O)CSc2nnnn2C2CCCCC2)c(C#N)c1C
  TbREL1 primary = 0.3
> COC(=O)[C@H]1C[C@@H]1[C@H](NC(=O)c1cnccn1)c1ccccc1
  TbREL1 primary = -1.3

Next part.
SMILES	TbREL1 primary
Cc1ccc(S(=O)(=O)N(C)C)cc1NC(=O)COc1ccccc1C(=O)Nc1ccccc1	-0.2
CC(C)(C)OC(=O)c1c(N)n(CCCN2CCCC2=O)c2nc3ccccc3nc12	0.0
Cc1cc(=O)oc(C)c1C(=O)NCCC1=CCCCC1	-1.1
COc1ccc(N2CC(C(=O)Nc3ccccc3C(=O)NCc3ccco3)CC2=O)cc1 (stereo not given)	1.7
CSc1ccccc1C(=O)N(C)C(c1ccccc1)c1ccccc1	2.0
CCN(CC)CC(=O)N1N=C(c2cccs2)CC1c1ccco1 (stereo not given)	-3.6
CSc1nnc(C)c(/C=C/Nc2ccc(F)cc2)n1	0.5
CCC(C)N(C(=O)COc1ccc(NC(C)=O)cc1)C1CCS(=O)(=O)C1 (stereo not given)	-0.2
NS(=O)(=O)c1cnccc1NCCc1ccccc1	2.4
Cc1csc(OCC(=O)Nc2ccc(C)c(C)c2)n1	0.0
CCc1ccc(/C=N/NC(=O)C(=O)NCCCN2CCOCC2)cc1	6.7
O=C1N(CC(=O)N2CCc3ccccc32)CCN1Cc1ccccc1Cl	-2.6
CC(=O)Nc1cc2ccc(OC(C)=O)cc2oc1=O	0.0
COc1ccc(S(=O)(=O)N(C)C[C@@H]2OCCCC[C@@H](C)Oc3ccc(NS(=O)(=O)c4cccs4)cc3C(=O)N([C@H](C)CO)C[C@@H]2C)cc1	1.6
N#Cc1ccc(C23CC4(C2)[C@H](CN(Cc2ccc(C(F)(F)F)cc2)[C@@H]4c2ccccc2)C3c2ccc(Cl)nc2)cc1 (stereo not given in full)	0.0
CC(=O)N1c2ccccc2C2CCCC[C@@H]21 (stereo not given in full)	-0.4
CCOC(=O)c1ccc(NC(=O)Cn2nnc(-c3ccc(F)cc3)n2)cc1	-3.7
CC(C)Cn1c(SCC(=O)c2ccc(Cl)s2)nnc1-c1ccco1	4.2
Cc1ccccc1Cn1cnc2c(cnn2C(C)(C)C)c1=O	2.1
CCCCNc1nnc(SCC(=O)N2CCN(S(=O)(=O)c3ccc4ccccc4c3)CC2)s1	0.0
CCC(=O)NC1(Cc2ccc(O)cc2)CCCCC1	0.4
Cn1c(-c2ccccc2)c(/C=N/NC(=O)c2ccc(O)cc2)c2ccccc21	-0.6
Cc1c(C(=O)N2CCc3ccccc32)oc2c1C(=O)CC(C)(C)C2	1.7
COc1cc2c(C(F)(F)F)c(-c3ccc(C#N)cc3)oc(=O)c2cc1OC	0.2
Cc1cccc(N2C(=N)SCC2=O)c1C	-1.7
CN1CCN(S(=O)(=O)c2ccccc2)C(c2ccccc2)C1 (stereo not given)	5.2
CN(Cc1ccccc1)S(=O)(=O)c1cccc(C(=O)OCc2ccc(C(F)(F)F)cc2)c1	1.9
CCN(c1ccccc1)S(=O)(=O)c1ccc(C(=O)Nc2cc(C)ccn2)cc1	1.7
O=C(Cc1ccc(F)cc1)Oc1ccc(C(=S)N2CCCC2)cc1	-1.9
COc1ccc(/C=C/C(=O)NC(=S)NNC(=O)c2cc(OC)c(OC)c(OC)c2)cc1OC	-10.3
Clc1ncccc1-c1nnn(-c2ccccc2Br)n1	1.7
CN(C)CCC#CC(O)(c1ccccc1)c1ccccc1	8.7
O=C(OCC#CCSc1nnc(-c2cc3ccccc3cc2O)o1)c1ccc(F)cc1	-2.8
Cc1ccc(N2C(=O)CC(NNC(=O)Cc3ccc(F)cc3)C2=O)cc1Cl (stereo not given)	8.5
COC(=O)c1cc(Cl)c(NC(=O)c2ccc(C(C)(C)C)cc2)cc1OC	-2.1
O=C(CSCCO)Nc1ccc(C2CCCCC2)cc1	-2.1
CN(c1ccccc1)S(=O)(=O)c1ccc(C(=O)Nc2nccs2)cc1	-1.8
Cc1cc(Br)c(Oc2cc(NN3CCCCC3)c([N+](=O)[O-])cc2[N+](=O)[O-])c(Br)c1	0.3
Cc1ccc(-n2nc(-c3ccc(OC(F)(F)F)cc3)cc2N)cc1C	-4.1
CC(C)(C)[C@H]1C=C(C(=O)NCc2nc3ccccc3[nH]2)O[C@@H](OCc2ccc(CO)cc2)C1	2.6
CC(=O)c1cccc(NC(=O)CN2C(=O)NC3(CCCCCCC3)C2=O)c1	1.9
COc1cccc(NC(=O)CN(C)C(=O)c2ccc(Cl)c(S(=O)(=O)N3CCCCCC3)c2)c1	3.4
Cc1ccc(/C=N/N2CCN(c3ccncc3S(=O)(=O)N3CCCCC3)CC2)cc1	-3.3
COc1ccccc1CNC(=O)c1cccs1	-0.1
Cc1nc(SCC(=O)c2cc3ccccc3oc2=O)c(C#N)c(-c2cccs2)c1C(=O)Nc1ccccc1	-0.3
Cc1cccc(NC(=O)NNC(=O)COc2ccc([N+](=O)[O-])cc2)c1C	1.2
COC(=O)c1sccc1NC(=O)Nc1ccc(F)cc1F	4.2
NC(=O)CC(NC(=O)Cc1cccc2ccccc12)c1ccc(N2CCC(Br)CC2)c([N+](=O)[O-])c1 (stereo not given)	-0.3
O=C(Oc1ccc(-c2nccc(-c3ccccn3)n2)cc1)c1cccc(C(F)(F)F)c1	-1.3
O=C(CN1C(=O)NC2(CCc3ccccc32)C1=O)c1ccc(Cl)cc1 (stereo not given)	-0.7
CC(O)[C@H]1CNC(=O)C(=O)N1CCc1cccc(F)c1 (stereo not given in full)	0.7
CCN1C(=O)c2cccc3c(S(=O)(=O)N4CCCC4C(=O)O)ccc1c23 (stereo not given)	-1.3
Cc1cc(C)c(C)c(S(=O)(=O)N2CCN(CC(=O)Nc3sccc3C#N)CC2)c1C	-0.4
c1ccc(CSc2ncn[nH]2)nc1	7.8
FC(F)(F)c1nnc2ccc(NCn3nnc4ccccc43)nn12	-4.7
CCc1cccc(CC)c1NC(=O)Cn1c(-c2ccccc2Cl)nc2ccccc21	-1.3
CC1(C)Oc2ccc(C(=O)Nc3ccccc3)cc2N(CC#N)C1=O	-3.6
CCCCC#Cc1ccccc1CC(=O)Nc1ccccc1	-2.3
CC(C)N(C(=NCc1ccccc1)NC(=O)c1ccccc1)C(C)C	0.7
O=C1NC2(CCCCCC2)C(=O)N1Cc1ccc([N+](=O)[O-])cc1	1.0

Part of the list above, with values ahead of the structure:
| TbREL1 primary | SMILES |
| --- | --- |
| -4.7 | FC(F)(F)c1nnc2ccc(NCn3nnc4ccccc43)nn12 |
| -1.3 | CCc1cccc(CC)c1NC(=O)Cn1c(-c2ccccc2Cl)nc2ccccc21 |
| -3.6 | CC1(C)Oc2ccc(C(=O)Nc3ccccc3)cc2N(CC#N)C1=O |

The results go on:
SMILES	TbREL1 primary
CCCNC(=O)CC(NS(=O)(=O)c1ccc(Cl)cc1)c1ccco1 (stereo not given)	-1.0
O=C(c1c(F)cccc1F)N(Cc1ccccc1)Cc1ccccc1	3.1
CCCn1c(=O)c(C#N)cn(C2CC2)c1=O	-0.1
Cc1ccc[n+](CC(=O)N2CCCc3ccccc32)c1	-0.1
CCOc1ccc(NC(=O)c2ccc(F)c(S(=O)(=O)N3CCN(c4ccccn4)CC3)c2)cc1	-3.3
COCCn1c(NCc2ccccc2)nc2c1c(=O)[nH]c(=O)n2C	3.7
O=C(c1ccccc1CCc1ccccc1)N1CCCC1	1.8
CCCCCC(=O)N1C[C@H](O)[C@@H](n2cc(COC(=O)c3ccccc3)nn2)C[C@@H]1c1ccc(C)cc1	-1.2
Cn1ccc2c(N(Cc3ccccc3)Cc3ccccc3)cc3c(c21)C1CCC3C1 (stereo not given)	-0.2
O=C(NCc1ccccc1)NC(=O)c1ccncc1	-0.1
O=C(OCc1ccccc1)[C@H](Cc1ccccc1)NC(=O)[C@@H]1CC=C[C@@H]2CCN(Cc3ccc(Cl)cc3)C(=O)[C@@H]21	0.9
CCN(CC(=O)Nc1c(F)cccc1F)C(=O)CSCC(=O)Nc1ccc(OC)cc1	-0.1
COc1ccc(CNC(=O)CSc2nn3c(=O)c(C(C)(C)C)nnc3s2)cc1OC	-10.6
O=C(NCc1ccco1)c1cc(-c2ccc(Cl)cc2)on1	0.4
COc1ccc(-n2cnnc2SCC(=O)c2cc(C)n(Cc3cccs3)c2C)cc1	-1.1
COc1ccc(N2CCN(C(=O)CCc3nc(-c4ccc(C)cc4)no3)CC2)cc1	-8.3
O=c1c2cccnc2[nH]c(=S)n1Cc1ccccc1	-1.6
CCOC(=O)c1ccc(-c2ccc(/C=C(\C#N)C(=O)NCC3CCCO3)o2)cc1 (stereo not given)	-0.9
CC/C(=N\NC(=O)c1c(C)nc2ccccn12)c1ccccc1	0.8
Cc1ccc(CNC(=O)[C@H]2C[C@@H]2[C@H](NP(=O)(c2ccccc2)c2ccccc2)c2ccccc2)o1	-0.3
c1ccc(NCc2nc3ccccc3n2CCOc2ccccc2)cc1	-2.4
CCSc1nc2ccccc2n1S(=O)(=O)c1ccccc1	1.0
COc1ccc(OCCN(C)C(=O)c2cccc(S(=O)(=O)N(C)c3ccccc3)c2)cc1	-1.9
O=S1(=O)NC2c3ccccc3CC2O1 (stereo not given)	0.5

An excerpt from above in order of their number in TbREL1 primary, low to high:
Compound,TbREL1 primary
O=C(CSCCO)Nc1ccc(C2CCCCC2)cc1,-2.1
CCOC(=O)c1cc(-c2ccc(Cl)s2)nc2c1c(C)nn2C,-0.8
CC(=O)N1c2ccccc2C2CCCC[C@@H]21 (stereo not given in full),-0.4
O=C1NC2(CCCCCC2)C(=O)N1Cc1ccc([N+](=O)[O-])cc1,1.0

Some of the compounds tested; rates above refer to the full screens.
